SDO1 yeast rescue: sdo1-depleted yeast growth rescue; z-score at 10 µM; actives 0.21% (n = 140,000); S. cerevisiae sdo1-depleted JHY4D growth rescue, OD600 30 h; hits give high values; pdr5 snq2 efflux-pump mutant strain;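 active = z-score above 3 at both the 24 hr and the 30 hr optical density reads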;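 note: z-score against mean and SD of all compound wells on the same plate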
INS promoter inh: TRM-6 insulin promoter activity inhibition | actives 0.9% (n = 130,000) | TRM-6 cells (human fetal islet line), insulin promoter-eGFP reporter, imaging; reporter expression induced with tamoxifen | AID 1273 | inhibition, % at 2 µM;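 active = inhibition above the mean plus 3 SD, with well images judged a real hit on visual review, cut at about 60% in these data, passing the limit was not always enough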
SDO1 yeast rescue Rescue 24 h: further read-out of SDO1 yeast rescue, marked with its call; z-score; S. cerevisiae sdo1-depleted JHY4D growth rescue, OD600; measured here: growth rescue at 24 h;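 0 is the plate mean of compound wells and units are plate SD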
Active calls of the source: *; x = no result given.

SMILES | SDO1 yeast rescue | SDO1 yeast rescue Rescue 24 h | INS promoter inh
CN1CCN(CC#CCC(O)(c2ccccc2)C2CCCC2)CC1 (stereo not given) | 0.44 | 0.53 | 14
C=CCOc1nc2c(c(=O)n(Cc3ccc(Cl)cc3)c(=O)n2C)n1C | -1.2 | -0.82 | x
COc1ccc(-c2cn3cc(C)ccc3n2)cc1F | x | x | 8
CC(=O)OCC(=O)[C@@]12OC3(CCCC3)O[C@@H]1C[C@H]1[C@@H]3CCC4=CC(=O)C=C[C@]4(C)[C@@]3(F)[C@@H](O)C[C@@]12C | 0.11 | 0.27 | -27
O=C(Oc1ccc(-c2cnc3ccccc3n2)cc1)c1cccc([N+](=O)[O-])c1 | 0.48 | 3 | 17
Cc1c(Nc2nc3ccccc3nc2N2CCN(c3ccccc3)CC2)c(=O)n(-c2ccccc2)n1C | 0.07 | -0.81 | 6
CN(C)S(=O)(=O)c1ccc(C(=O)Nc2nnc(SCc3ccccc3)s2)cc1 | 0.02 | 0.63 | 28
Cc1ccc(S(=O)(=O)N2CCC(C(=O)N[C@@H](C)C(=O)NC3CCCCC3)CC2)cc1 | 1.3 | 1 | x
COc1cc(OC)nc(NC(=O)C(C)C)n1 | 1.5 | 1.6 | x
CCN(CC)CCN1C(=O)C(O)=C(C(=O)c2cccs2)C1c1ccccn1 (stereo not given) | 0.18 | -0.54 | 26
COC(=O)c1ccccc1COn1c(=O)c(C)[n+]([O-])c2ccccc21 | -0.38 | -0.96 | -351
Cc1cccc(OCCCSc2nc3ccc(C)cc3[nH]2)c1 | -1.6 | 0.06 | 0
C=CCSc1ncnc2sc(C)c(C)c12 | -0.19 | -0.34 | 0
O=C(CSc1nc2ccsc2c(=O)n1NC(=O)c1ccccc1)NCc1ccco1 | 0.48 | 0.41 | 29
CC(C)(C)N(NC(=O)c1ccccc1)C(=O)c1cccc(C(=O)N(NC(=O)c2ccccc2)C(C)(C)C)c1 | 1.1 | 0.56 | x
O=C(CSc1ccc([N+](=O)[O-])cn1)Nc1ccc(N2CCOCC2)c(Cl)c1 | x | x | 40
CCOC(=O)c1sc2nc(SCC#N)n(CCCN3CCCC3=O)c(=O)c2c1C | -0.49 | -0.8 | -20
C/C(=N/NC(=O)CNS(=O)(=O)c1ccc(C)cc1)c1cccc([N+](=O)[O-])c1 | x | x | 10
CCOC(=O)c1cc2ccc3ccccc3c2s1 | -0.74 | -0.57 | -8
CCOC(=O)C1(Cc2cccc(OC)c2)CCN(Cc2cccnc2)CC1 | x | x | -20
Cc1ccc(C(=O)c2c[nH]c3c(F)cc(F)cc3c2=O)cc1 | 0.28 | -0.41 | 23
O=C1/C(=C/c2ccc(C(=O)O)cc2)CCC/C1=C\c1ccc(C(=O)O)cc1 | 0.93 | -0.63 | 41
Cc1cc(SCC(=O)N/N=C/c2ccc(O)c(O)c2O)c(C)cc1Br | 2.1 | 3.3 | -24
CCOC(=O)C1=C(C)NC(=O)C(C(N)=O)C12CCCCC2 (stereo not given) | 0.5 | 0.29 | -43
COCCn1c(C)cc(C2=NNC(=Nc3ccc(F)cc3)SC2)c1C | 1.1 | 3.4 | 28
CCCCc1ccc(-c2ccc(Br)cc2)nc1 | -0.07 | -0.11 | 24
COC(=O)c1ccc(NC(=O)CSc2ccccc2)cc1 | -0.3 | -0.42 | -10
Cc1cc(OCC(F)(F)C(F)(F)C(F)(F)C(F)(F)C(F)(F)C(F)F)nc(N)n1 | 0.47 | 0.27 | -22
O=C(CSCCN1C(=O)c2ccccc2C1=O)Nc1ccc2ccccc2c1 | -0.7 | -0.72 | x
O=C(Nc1nccs1)c1ccc(COc2ccccc2Br)o1 | -1.2 | -0.51 | -24
Cc1sc(NC(=O)C(C)C)c(C(=O)Nc2ccccc2)c1C | -0.02 | -0.38 | 4
Cc1ccc(S(=O)(=O)C2(C(=O)Nc3cccc(F)c3)CC2)cc1 | -0.18 | -0.69 | x
COc1ccc(NC(=S)N/N=C2/CCCc3c(C)cc(C)cc32)cc1 | 0.09 | 1.7 | 43
C/C(=N/NC(=O)CN1CCN(S(=O)(=O)c2ccc(Br)cc2)CC1)c1cccnc1 | 2.4 | 2.9 | x
Cc1ccc(NC(=O)c2ccc3snnc3c2)cc1 | x | x | 0
CN(C)C(/C=C/Nc1ccc([N+](=O)[O-])cc1)=C(C#N)C#N | x | x | 9
C=CCOc1cccc(C2/C(=C(/O)c3ccc(F)cc3)C(=O)C(=O)N2CCN2CCOCC2)c1 (stereo not given) | -0.09 | -0.5 | -33
O=C(Cc1sc(-c2ccccc2)nc1-c1ccccc1)Nc1ccc(Cl)cc1 | -1.1 | 0.12 | -42
O=C(Nc1ccccc1-c1nnn(CC(=O)N2CCCc3ccccc32)n1)c1ccco1 | -1.1 | -1.3 | -13
COc1ccc2nc(NCCO)[nH]c2c1 | 0.09 | -0.78 | -57
CC1CCN(c2ccc([N+](=O)[O-])cn2)CC1 | 0.5 | 0.09 | x
CSCC[C@H](NC(=O)OC(C)(C)C)c1nnc(SCc2cccc(F)c2)o1 | -0.81 | 0.07 | -38
COC(=O)c1cc(C(=O)OCC(=O)NCc2ccc3c(c2)OCO3)cc([N+](=O)[O-])c1 | -0.69 | -1.5 | 38
CCCCC1N2CC3([N+](=O)[O-])CN1CC([N+](=O)[O-])(C2)C3(C)C (stereo not given) | 0.25 | -0.2 | x
O=C(NC12CC3CC(CC(C3)C1)C2)c1cncc(O)c1 | -0.28 | -0.47 | -19
Cc1ccc(NS(=O)(=O)c2cccc(C(=O)O)c2)cc1S(=O)(=O)N1CCCCC1 | 0.55 | 0.03 | 26
CCC(=O)Nc1ccc(Cl)c(NC(=S)NC(=O)c2ccco2)c1 | -0.24 | -0.68 | -60
Cc1ccc(S(=O)(=O)NC(N)=NCCc2ccc(Cl)cc2)cc1 | 2 | 1.7 | x

More structures follow:
molecule	SDO1 yeast rescue	SDO1 yeast rescue Rescue 24 h	INS promoter inh
Cc1ccc(C(=O)N2NC(c3ccccc3F)C3C(=O)N(c4cccc(C)c4)C(=O)C32)cc1 (stereo not given)	-0.59	-0.49	19
O=C(NC1CCCCCCC1)c1ccc(S(=O)(=O)N2CCCC2)cc1	-1	-1	24
CCOC(=O)c1oc2ccc(OC)cc2c1NC(=O)CN1CCN(C)CC1	0.18	0.17	22
O=C(NNS(=O)(=O)c1ccc([N+](=O)[O-])cc1)c1cnn(-c2ccccc2)c1-n1cccc1	1.4	1.4	25
CN1CCN(CC(O)COc2ccc(OCC(O)CN3CCN(C)CC3)cc2)CC1 (stereo not given)	-0.28	-1.5	-25
CCCc1cc(=O)n2[nH]c(-c3ccco3)nc2n1	-0.51	-0.92	50
CC1CCN(S(=O)(=O)c2cccc(C(=O)NCc3ccco3)c2)CC1	-0.74	-1.6	-38
CS(=O)(=O)N(CC(=O)NCCSCc1c(F)cccc1Cl)c1ccc2c(c1)OCO2	-1.5	-1.2	-41
COC(CNC(=O)C1CCCN(S(=O)(=O)c2c(C)noc2/C=C/c2cccs2)C1)OC (stereo not given)	x	x	-82
COc1ccc(CN2CCCC2C(=O)Nc2ccc(OC)c(OC)c2)cc1OC (stereo not given)	0.05	-0.05	x
Cc1ccc(C(=O)NNC(=O)C2CCN(Cc3ccc(Cl)c(Cl)c3)CC2)cc1	0.32	-0.01	17
c1cn2cc(-c3ccc4c(c3)OCO4)nc2s1	0.42	0.72	x
CCOC(=O)CSc1cc(CS(C)(=O)=O)nc(-c2ccccn2)n1	x	x	-18
Cn1c(=O)cc(OCCCC(=O)NCCCN2CCN(Cc3ccccc3)CC2)c2ccccc21	1	1.2	7
Cc1c(-c2cccs2)[n+](=O)c2c(n1[O-])CCCCC2	0.13	-0.38	x
CCCCNC(=S)NNc1c(Cl)cc(Cl)cc1Cl	x	x	-50
COc1cc(C(=O)NCCCN2CCCC2=O)cc(OC)c1OC	-0.79	-0.95	-23
COc1ccccc1CNC(=O)N/C=C/c1ccc(Cl)cc1	x	x	-82
CC(=O)CC(=O)Nc1ccc(C(N)=O)cc1	x	x	-7
Cc1ccc(C(=O)NC(=S)Nc2ccccc2C(F)(F)F)cc1C	-1.3	-0.89	-23
O=[N+]([O-])c1ccc2cn[nH]c2c1	0.39	-0.49	57
CCOc1ccc(CC(=O)C2=C(N3CCOCC3)CC(C)(C)CC2=O)cc1OCC	x	x	-6
COc1cccc(C2C(C#N)=C(N)N(c3ncn[nH]3)C3=C2C(=O)CCC3)c1 (stereo not given)	-0.53	-1.2	27
CS(=O)(=O)N1Cc2ccccc2CC1C(=O)OCC(=O)Nc1ccc2ccccc2c1 (stereo not given)	-1	-0.04	-5
CC(C)(C)c1ccc(C(=O)NCC(=O)OCC(=O)Nc2ccccc2[N+](=O)[O-])cc1	0.13	-0.08	39
O=C(c1ccc(S(=O)(=O)Nc2ccc(F)cc2)cc1)N1CCN(C(=O)c2ccco2)CC1	0.6	0	-29
Cc1ccccc1C(=O)Nc1ccccc1Sc1ccccc1	1.2	3	x
CC1CCN(C(=O)COc2ccccc2F)CC1	-0.05	-0.97	x
COc1ccc(C)cc1Cn1c(S(C)(=O)=O)nc2ccccc21	-1	-0.4	-46
O=C(CSCc1ccc(Cl)cc1)NN=C1CCCCCC1	1.1	0.24	-10
Cn1nc(C(=O)Nc2sccc2C(N)=O)ccc1=O	0.98	0.96	42
CN(C)C(=O)N1CCCC(C(=O)NCCc2ccccc2)C1 (stereo not given)	0.02	-0.5	-17
COCCSc1ccccc1C(=O)Nc1nnc(C)s1	0.38	0.29	-9
Cc1csc(SCc2ccc(C(=O)O)cc2)n1	-0.22	-1	22
CCOc1ccccc1Nc1nc2ccccc2[nH]1	-0.31	-0.39	71
CCc1ccc(-c2ccc(SCC(=O)NCC3CCCO3)nn2)cc1 (stereo not given)	x	x	-89

An excerpt from above in order of formula weight, rising.
molecule	SDO1 yeast rescue	SDO1 yeast rescue Rescue 24 h	INS promoter inh
COCCSc1ccccc1C(=O)Nc1nnc(C)s1	0.38	0.29	-9
CCC(=O)Nc1ccc(Cl)c(NC(=S)NC(=O)c2ccco2)c1	-0.24	-0.68	-60
COc1ccc(NC(=S)N/N=C2/CCCc3c(C)cc(C)cc32)cc1	0.09	1.7	43
COc1cccc(C2C(C#N)=C(N)N(c3ncn[nH]3)C3=C2C(=O)CCC3)c1 (stereo not given)	-0.53	-1.2	27

3 compounds already listed, ordered by their value in SDO1 yeast rescue Rescue 24 h, rising:
molecule	SDO1 yeast rescue	SDO1 yeast rescue Rescue 24 h	INS promoter inh
CC1CCN(C(=O)COc2ccccc2F)CC1	-0.05	-0.97	x
CCOc1ccccc1Nc1nc2ccccc2[nH]1	-0.31	-0.39	71
Cn1nc(C(=O)Nc2sccc2C(N)=O)ccc1=O	0.98	0.96	42

Continuation:
molecule	SDO1 yeast rescue	SDO1 yeast rescue Rescue 24 h	INS promoter inh
CC1CCCCN1C(=O)COC(=O)/C=C/c1ccc2ccccc2n1 (stereo not given)	x	x	-150
Cc1oc(-c2ccc(Cl)cc2)nc1CN1CCCC(C(=O)N2CCN(C(=O)c3ccco3)CC2)C1 (stereo not given)	-0.53	-0.7	x
CC(C)NC(=S)N1CCN(c2ncccn2)CC1	0.57	-0.55	36
O=C(CSc1nc(-c2ccc(F)cc2)cc(C(F)(F)F)n1)NCCN1CCOCC1	-0.01	0.13	-26
CN1c2ccccc2C(C)(C)C12CCCC(=O)N2 (stereo not given)	0.78	0.17	x
O=C(CCCc1nc(-c2ccccc2)no1)N1CCOCC1	1.1	0.65	-15
O=C1COc2ccc(C(=O)c3ccccc3C(=O)NCc3ccccc3)cc2N1	1.6	1.4	x
c1ccc(Cn2nnc3c(N4CCC5(CC4)OCCO5)ncnc32)cc1	-1	-0.74	-4
O=C(CNC(=O)c1cccs1)NCC(=O)OCc1ccccc1Br	x	x	-45
COc1ccc(OC)c(C(=O)COC(=O)c2ccccc2O)c1	-0.08	0.08	12
CC1CCN(CCNC(=O)c2ccc(NC(=O)C3CCCO3)cc2)CC1 (stereo not given)	1.6	1.7	x
CCOc1cc(C2NN=C(c3ccc(C)cc3)S2)ccc1O (stereo not given)	-1.1	-0.87	-40
CCOC(=O)c1cnn(-c2ccccc2)c1-n1cccc1C(=O)C(=O)Nc1ccccc1C(F)(F)F	-1.1	-0.75	21
COC(CNC(=O)Cn1ncc2ccsc2c1=O)OC	0.15	0.79	-467
O=C(Nc1ccc2c(c1)N(Cc1ccccc1)C(=O)c1ccccc1S2)NC1CC1	-0.11	-0.6	-3
COc1ccc(-c2nnc(SCCC(=O)O)n2C)cc1OC	-0.05	-1.5	22
CCCC(C)C(=O)N(Cc1ccccc1)c1ccccn1 (stereo not given)	0.24	0.2	-10
O=C(CN1CCC(C(=O)c2ccc3c(c2)OCCO3)CC1)NC1CCCC1	1.6	1.7	x
Cn1cc(/C=C(\C(=O)O)C(C(=O)O)=C2CCCCC2)c2ccccc21	x	x	20
COc1cccc(N2C(=O)C(c3ccccc3)=C(c3nc4ccccc4s3)C2NC(C)=O)c1 (stereo not given)	-1.2	-0.89	47
CCCNC(=S)N1CCC(NC(=O)C23CC4CC(CC(C4)C2)C3)CC1	-1.1	-0.95	-24
Cc1cccc(C)c1NC(=O)CSc1nnc(NC(=O)CN2CCOCC2)s1	0.08	-0.4	-3
Cc1ccc(C(=O)COC(=O)CCc2ccc(S(=O)(=O)N3CCCCC3)cc2)cc1	-0.7	-0.62	x

Screens (PubChem)

Some of the compounds tested (hit frequency here may not be typical).
